Source: PubChem BioAssay (National Center for Advancing Translational Sciences (NCATS))
EPAC1 antag – blocks human EPAC1 exchange factor | 0.14% of 360,000 active | Potency, µM (doses to about 115 µM), for the others: at the highest dose activity change, negative = inhibition, usual class: inhibitors | EPAC1 GEF assay, Rap1b-BODIPY-GDP exchange fluorescence | AID 720709;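 also: potency is read from the fitted curve at half-maximal effect; plate controls were vehicle for no effect and positive control for full effect; nearly all actives have a fitted effect of over 50% in size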
CCT modulator – changes cytosolic chaperonin activity; purified chaperonin ATPase assay, HTRF ADP detection, 30 min; activity change, % (test concentration not listed), hits read low; 0.3% of 360,000 active; in the data active = activity change below about -30%; also: % is scaled to controls: 0 for no effect and ±100 for the full control effect
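First, chaperonin was dispensed at 40 nM or 20 nM final depending on batch activity. Next, compounds were pinned at 76 uM and ATP added at 10 uM. After 30 min at 37 °C, ADP detection reagents ran 30 min at ambient temperature.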
EPAC1 ag – agonists of human EPAC1; EPAC1 agonist qHTS, biochemical assay; response scale: 100% = response to 6.5 mM cAMP; O95398; 0.073% of 360,000 active; Potency, µM (titrated, usually from 154 µM), without a hit: at the top dose activation, most hits filed as activators; also: potency is read from the fitted curve at half-maximal effect; nearly all actives have a fitted effect of over 60% in size
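EPAC1 100 nM, Rap1B–BODIPY-GDP 250 nM, unlabeled GDP 50 uM; compound titration; 5 min RT; kinetic read ex480/em540 at 5-min intervals ×30 min; data normalized to 6.5 mM cAMP agonist control.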
MmCpn inh – M. maripaludis TRiC chaperonin inhibition; purified Mm-Cpn ATPase, ADP Transcreener TR-FRET; Potency, µM (doses to about 76.9 µM), for inactives: top-dose activity, negative = inhibition, actives largely listed as inhibitors; 0.031% of 330,000 active; AID 504842; also: potency is read from the fitted curve at half-maximal effect; % is scaled to controls: 0 for no effect and ±100 for the full control effect; nearly all actives have a fitted effect of over 80% in size
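25 nM Mm-CPN + cpd, 10 min 37°C; + 10 uM ATP, 30 min 37°C; buffer 30 mM Tris pH 7.4, 100 mM KCl, 5 mM MgCl2, 1 mM DTT; Transcreener ADP HTRF detection 30 min RT.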
PLK1 PBD block – inhibitors of human PLK1 polo-box domain binding; 2.8% of 360,000 active; P53350; Potency, µM, without a hit: max response, negative = inhibition, hits mostly inhibitors; AID 720504; Plk1 PBD binding of FITC phosphopeptide, fluorescence polarization; also: potency is read from the fitted curve at half-maximal effect; series mostly up to about 57 µM; % is scaled to controls: 0 for no effect and ±100 for the full control effect; nearly all actives have a fitted effect of over 65% in size
Target sequence (P53350 whole entry, looked up, the tested form may be a part): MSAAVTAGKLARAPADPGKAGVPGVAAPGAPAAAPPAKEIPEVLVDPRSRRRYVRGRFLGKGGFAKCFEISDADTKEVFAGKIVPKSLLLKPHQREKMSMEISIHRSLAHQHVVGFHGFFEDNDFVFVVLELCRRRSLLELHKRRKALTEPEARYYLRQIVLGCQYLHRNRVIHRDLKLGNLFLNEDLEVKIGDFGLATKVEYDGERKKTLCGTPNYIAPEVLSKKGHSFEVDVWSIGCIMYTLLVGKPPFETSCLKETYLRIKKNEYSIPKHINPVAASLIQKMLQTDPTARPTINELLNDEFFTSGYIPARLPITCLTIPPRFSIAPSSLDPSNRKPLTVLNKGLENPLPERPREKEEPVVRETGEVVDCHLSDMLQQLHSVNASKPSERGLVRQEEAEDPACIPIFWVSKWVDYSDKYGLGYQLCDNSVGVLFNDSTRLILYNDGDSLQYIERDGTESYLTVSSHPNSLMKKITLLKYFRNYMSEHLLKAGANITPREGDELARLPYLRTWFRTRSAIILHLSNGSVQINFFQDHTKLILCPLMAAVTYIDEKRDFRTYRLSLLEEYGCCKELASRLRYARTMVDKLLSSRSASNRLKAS
EPAC2 antag – blocks human EPAC2 exchange factor; Q8WZA2; EPAC2 GEF exchange of Rap1B-BODIPY-GDP, fluorescence; Potency, µM (series often up to 114 µM), for inactives: at the top dose activity, negative = inhibition, hits mostly inhibitors; 0.18% of 360,000 active; AID 720708; also: potency is read from the fitted curve at half-maximal effect; % is scaled to controls: 0 for no effect and ±100 for the full control effect; nearly all actives have a fitted effect of over 45% in size; many of its hits are not listed in these tables
PI5P4Ka inh – PI5P4K alpha (human) kinase inhibition. P48426. PI5P4Kalpha enzyme, ADP-Glo luminescence, 60 min; stronger effect = lower value. max response, %. 1.2% of 330,000 active. AID 652105; active = max response of -50% or lower; inconclusive = between -30% and -50%; inactive = -30% or higher; also: value at the top dose of about 77 µM; % is scaled to controls: 0 for no effect and ±100 for the full control effect
Target sequence (P48426 whole entry, looked up): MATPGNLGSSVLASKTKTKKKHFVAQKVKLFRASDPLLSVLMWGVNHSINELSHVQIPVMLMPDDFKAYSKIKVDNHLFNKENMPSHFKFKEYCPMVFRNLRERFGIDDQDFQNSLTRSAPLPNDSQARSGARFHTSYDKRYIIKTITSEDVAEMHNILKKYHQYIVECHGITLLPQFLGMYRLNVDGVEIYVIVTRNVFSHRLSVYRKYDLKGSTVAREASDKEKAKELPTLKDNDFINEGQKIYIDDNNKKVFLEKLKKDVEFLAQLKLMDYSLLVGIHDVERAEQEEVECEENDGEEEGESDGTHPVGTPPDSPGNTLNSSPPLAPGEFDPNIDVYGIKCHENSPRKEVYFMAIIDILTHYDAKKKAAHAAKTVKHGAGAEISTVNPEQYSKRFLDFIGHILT
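Reactions run in 0.038 M HEPES pH 7.4, 0.28 mM EGTA, 0.1% CHAPS and 5% DMSO, with PI5P4Kalpha, substrate, compound and 5 microM ATP final, one hour at room temperature. Readout is ADP-Glo luminescence.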
WRN helicase inh – WRN helicase (human) inhibition; WRN helicase unwinding, fluorescent forked duplex, kinetic; Potency, µM (titrated, usually from 114 µM), inactives show at the highest dose activity change, negative = inhibition, usual class: inhibitors; 0.46% of 360,000 active; AID 651768; also: potency is read from the fitted curve at half-maximal effect; % is scaled to controls: 0 for no effect and ±100 for the full control effect; nearly all actives have a fitted effect of over 55% in size
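WRN at 20 nM final was preincubated with compound for 15 min at room temperature; reaction started with 100 nM forked duplex oligonucleotide carrying fluorophore and quencher plus 2 mM ATP (final). Unwinding followed kinetically by red fluorescence (ex 525/em 598 nm).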
The depositor's hits bear a star; ? = inconclusive; nt = no result given; [ ] = remark or other dose. Unless noted, calls follow the shape of the dose curve; as a rule, active = well fitted curve in the direction sought with a large enough effect; inconclusive = small, poorly fitted or top-dose-only effect, or another doubt; inactive = no such curve, though single readings can be large; an effect the other way counts as inactive or inconclusive. These rows are one share of the data. The share of hits here may be higher or lower than overall.

entry	Structure	EPAC1 antag	CCT modulator	EPAC1 ag	MmCpn inh	PLK1 PBD block	EPAC2 antag	PI5P4Ka inh	WRN helicase inh
1	CC1[C@H]2Cc3ccc(O)cc3[C@]1(C)CCN2CCc1ccccc1 (some centres undefined)	1%	-0.2	-22%	0%	-5%	6%	-6	6%
2	N#CC1c2ccccc2-n2nncc2CN1S(=O)(=O)c1cc(Cl)cc(Cl)c1 (centres undefined)	-5%	-2.5	-10%	nt	-23%	-7%	-6	-7%
3	CCOc1ccccc1-n1c(O)c(C=NCCCN(CC)CC)c(=O)[nH]c1=O	13%	-4.8	-1%	0%	1%	0%[57.1 µM]	5	-2%
4	CCCCOC(=O)c1ccccc1C(=O)OCc1ccccc1	-27%	-0.4	-20%	-2%	-13%	?	14	-5%
5	O=C1NCCOC(=O)[C@@H](Cc2ccc(F)cc2)CC/C=C/C[C@@H]1CC(=O)N(CCO)Cc1ccccc1	11%	0.1	-6%	-3%	3%	-9%	-2	-1%
6	Cc1[nH]c2ccccc2c1CCNCc1cccnc1	14%	-0.1	10%	-3%	-6%	4%	4	7%
7	O=C1C2CCN(CC2)C12CC2c1ccc(C(F)(F)F)cc1 (centres undefined)	4%	-4.8	-7%	1%	-5%	0%	-4	3%
8	CCC(C)OC(=O)c1c(N)n(Cc2cccs2)c2nc3ccccc3nc12 (centres undefined)	2%	0.3	6%	0%	-3%	-1%	0	-5%
9	NC(Cc1ccccc1)c1csc(Nc2ccccn2)n1 (centres undefined)	4%	0.4	10%	nt	-8%	4%	3	-2%
10	O=CC(Br)P(=O)(N1CCOCC1)N1CCOCC1 (centres undefined)	1%	-3.5	3%	-1%	?	14%	-14	11%
11	CCC(=NCC1CCCO1)c1c(O)n(-c2ccc(Cl)cc2)c(=O)[nH]c1=O (centres undefined)	-9%	-0.4	-8%	-2%	-6%	-2%	0	0%
12	O=C1CN=C(c2ccccc2)c2cc(Br)ccc2N1	-1%	0.8	9%	-1%	-5%	-1%	1	2%
13	COc1cc(CN2CCN(C(=O)Cc3ccccc3)CC2)cc(OC)c1OC	2%	0.0	14%	-1%	0%	2%	1	8%
14	Cc1cc(NC(=O)COC(=O)c2c(C)nn(Cc3ccccc3)c2Cl)no1	-2%	-4.1	-17%	1%	-4%	7%	0	3%
15	Cc1ccc(S(=O)(=O)Oc2ccccc2C=C2C(=O)N(C)C(=O)N(C)C2=O)cc1	-17%	-2.4	1%	-2%	6.7µM*	-6%	?	45µM*

Looked up above.
Under EPAC1 ag, CCC(=NCC1CCCO1)c1c(O)n(-c2ccc(Cl)cc2)c(=O)[nH]c1=O (centres undefined) has -8%
Under PLK1 PBD block, NC(Cc1ccccc1)c1csc(Nc2ccccn2)n1 (centres undefined) has -8%

Remaining list, next part
entry	Structure	EPAC1 antag	CCT modulator	EPAC1 ag	MmCpn inh	PLK1 PBD block	EPAC2 antag	PI5P4Ka inh	WRN helicase inh
16	CCOC(=O)c1ccc(N=Cc2c(O)n(-c3ccccc3F)c(=S)[nH]c2=O)cc1	20%	-1.2	-2%	1%	-1%	13%	-27	79µM*
17	O=C(NC(Cc1cnc[nH]1)C(=O)O)c1ccccc1 (centres undefined)	9%	7.8	-2%	-2%	-15%	12%	-10	-5%
18	COc1ccccc1OCC#CCN1CCCCCC1	11%	0.9	0%	-1%	5%	4%	1	6%
19	Cc1cc(NC(=O)CCC(=O)N2CCC3(CC2)OCCO3)no1	2%	0.5	4%	1%	-3%	-7%	nt	-7%
20	CC(C)NC(=O)Cn1cc(C(=O)c2ccccc2)c2ccccc21	-8%	-0.7	11%	-1%	-10%	4%	-6	1%
21	N#Cc1c(/N=C/C2C(=O)NC(=S)NC2=O)sc2c1CCCC2	8%	0.5	7%	-5%	?	-16%	-55*	-30%
22	CN1CCN(c2nc(N)cc(=O)[nH]2)CC1	-6%	0.7	7%	1%	-6%	13%	-3	-12%
23	Cn1c(O)c(C=NCCN2CCN(C(=O)c3ccccc3)CC2)c(=O)n(C)c1=O	7%	1.2	5%	2%	-1%	19%	2	0%
24	COc1cccc(CN2CCN(Cc3cccc(F)c3)CC2)c1	-21%	-3.0	4%	-2%	-8%	3%	-4	6%
25	CC(=O)O[C@H]1C(=O)[C@@]2(C)C([C@H](OC(=O)c3ccccc3)[C@]3(O)C[C@H](O)C(C)=C1C3(C)C)[C@]1(OC(C)=O)CO[C@@H]1C[C@H]2O (some centres undefined)	8%	-1.4	-9%	0%	2%	-2%	-5	6%
26	CSc1nc2ccccc2c(=O)n1-c1cccnc1	6%	0.0	0%	-6%	2%	-7%	0	1%
27	CC1(C)CC(n2[nH]c(=O)c3c2NC(=O)CSC3c2ccc(F)cc2)CCO1 (centres undefined)	1%	-1.0	-1%	-6%	-10%	7%	3	-3%
28	CCCCCn1c(=O)c(C(=O)Nc2cccc(C)c2)c(O)c2ccccc21	15%	0.9	-11%	-1%	-4%	-3%	-2	-3%
29	O=S(=O)(c1ccc(F)cc1)N1CCCCC1c1cccnc1 (centres undefined)	0%	1.7	-3%	2%	9%	-13%	-4	-3%
30	C=CC1CN2CCC1CC2C(OC(C)=O)c1ccnc2ccc(OC)cc12 (centres undefined)	-7%	0.1	-2%	2%	2%	2%	-3	4%
31	Fc1ccc2c(c1)nnn2C1CCN(Cc2nnnn2CCc2ccccc2)CC1	9%	1.3	-5%	-3%	0%	9%	-5	-2%
32	CC1CCCCN1Cc1cccnc1 (centres undefined)	7%	-0.3	-7%	-1%	-4%	13%	-15	0%
33	CC(C)C12CN3CCN(CC(C3)C1O)C2 (centres undefined)	13%	-0.3	0%	nt	-2%	14%	nt	13%
34	N#Cc1ccc(OCC(=O)N2CCN(Cc3ccc4c(c3)OCO4)CC2)cc1	8%	-1.1	5%	-4%	-1%	9%	3	0%
35	CCOP(=O)(OCC)C(NC(=O)CN1C(=O)c2ccccc2S1(=O)=O)C(Cl)(Cl)Cl (centres undefined)	7%	1.3	4%	-1%	3%	1%	-3	0%
36	COC(=O)C(O)(c1ccc(N(C)C(=O)COc2ccccc2)cc1)C(F)(F)F (centres undefined)	-3%	-2.5	4%	1%	-4%	-1%	-3	-14%
37	COc1ccc(CN2CCN(C(=O)Cc3ccccc3)CC2)c(OC)c1	-4%	-0.7	5%	-3%	-2%	3%	1	-3%
38	Oc1cc(O)cc(/C=C/c2ccc(O)cc2O)c1	2%	-5.0	-9%	-6%	-14%	4%	-10	-5%
39	CC(=O)Nc1ccc(C(=O)C(Cc2ccccc2)N(C)C)cc1 (centres undefined)	-1%	-1.4	3%	-2%	-9%	3%	-3	-6%
40	Cc1cccc(CN2CCCC(C(=O)c3ccc4c(c3)OCO4)C2)n1 (centres undefined)	-12%	0.8	7%	-1%	-7%	-4%	4	1%
41	CC(=O)N1CCC(N2CCCC(C(=O)c3cccc(Cl)c3)C2)CC1 (centres undefined)	-13%	-4.2	10%	0%	-18%	4%	2	6%
42	Cc1ccsc1C(=O)C1CCCN(Cc2cnc(N3CCOCC3)s2)C1 (centres undefined)	2%	-3.3	2%	-2%	-6%	2%	0	-24%
43	CC1(C)N=C(c2ccccc2)[C@@H]2C(c3ccc([N+](=O)[O-])cc3)N21 (some centres undefined)	-8%	-0.6	-16%	0%	0%	4%	0	-1%
44	Cc1ccc(OP(=O)(NCc2ccccc2)Oc2ccc(C)cc2)cc1	-16%	-1.6	-9%	0%	-2%	-3%	-2	-3%
45	COc1ccc(Br)cc1CN1CCN(C(=O)Cc2ccccc2)CC1	-6%	-0.1	-3%	2%	0%	5%	2	-4%
46	Nc1cc(Cl)cc(C(=O)O)c1Cl	4%	-0.5	-23%	0%	-7%	0%	-10	3%
47	COc1ccc(C2NCc3ccc4c(c3-n3cccc32)OCO4)cc1OC (centres undefined)	-3%	0.7	-8%	1%	-26%	11%	5	-5%
48	Cc1ccc(-n2c(=S)[nH]c3ccccc3c2=O)cc1F	-19%	-1.4	-10%	nt	-12%	11%	-12	-9%
49	OC1CCCCC1N1CCC(c2ccccc2)CC1 (centres undefined)	2%	-1.0	17%	1%[15.4 µM]	-9%	10%	6	5%
50	Nc1ccccc1C(=O)OCC(=O)c1ccc2c(c1)OCCO2	-8%	0.3	-7%	-17%	-3%	-9%	1	0%
51	O=C(c1ccc(CS(=O)(=O)c2ccc(Br)cc2)o1)N1CCC2(CC1)OCCO2	2%	0.1	0%	-1%	-6%	-3%	nt	-5%
52	N#CC1c2ccccc2C=CN1C(=O)c1ccc(N(CCCl)CCCl)cc1 (centres undefined)	-15%	-4.1	10%	nt	-12%	-5%	-1	4%
53	Cc1cnn(C2CCN(C)CC2)c1N	0%	-2.7	4%	1%	-6%	-1%	nt	2%
54	O=S1c2ccccc2-c2ccccc21	18%	0.5	13%	nt	-4%	2%	0	-4%
55	O=c1[nH]c(=S)n(C2CC2)c(O)c1C=Nc1cccc(C(F)(F)F)c1	6%	0.2	-2%	-4%	12%	27%	-7	-5%
56	COc1ccc(NC(=O)c2c(C)nn(Cc3ccccc3Cl)c2Cl)cc1Cl	-11%	-0.5	2%	3%	-8%	-3%	-4	7%
57	COC(=O)C1=C(c2ccc(OC)c(OC)c2)C[C@@H]2CC[C@H]1N2C(=O)NCCO	4%	0.5	-3%	1%	-19%	0%	-4	0%
58	O=P(/C(=N/O)N1CCCCC1)(N1CCOCC1)N1CCOCC1	2%	-3.3	-2%	0%	-3%	12%	-7	-2%
59	COC(=O)C1=C(c2ccc(OC)c(OC)c2)C[C@@H]2CC[C@H]1N2C(=O)NCCOc1ccc(OC)cc1	11%	1.7	-7%	-1%	4%	-6%	-3	5%
60	CC12CCC3C(CC=C4CC(O)CCC43C)C1CC(=CN1CCOCC1)C2=O (centres undefined)	-7%	-0.1	7%	nt	6%	-4%	-4	-10%
